# Source: PubChem (several laboratories)
# PERK inhibitor = human PERK inhibition, primary cell-based screen; CHO PERK-DD fusion, SEAP luminescence translation reporter; inhibition, % at 5.6 µM; hit rate 0.17% among 220,000; AID 1416;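 active = inhibition above the mean inhibition of all tested compounds plus 3 SD, set separately per screening campaign, cut at about 2.9% in these data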;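 note: PERK kinase domain activated by AP20187 dimerizer at 100 nM; 0% = DMSO with dimerizer and 100% = rapamycin at 8.4 µM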
# Target sequence (Q9NZJ5 whole entry, looked up, the tested form may be a part): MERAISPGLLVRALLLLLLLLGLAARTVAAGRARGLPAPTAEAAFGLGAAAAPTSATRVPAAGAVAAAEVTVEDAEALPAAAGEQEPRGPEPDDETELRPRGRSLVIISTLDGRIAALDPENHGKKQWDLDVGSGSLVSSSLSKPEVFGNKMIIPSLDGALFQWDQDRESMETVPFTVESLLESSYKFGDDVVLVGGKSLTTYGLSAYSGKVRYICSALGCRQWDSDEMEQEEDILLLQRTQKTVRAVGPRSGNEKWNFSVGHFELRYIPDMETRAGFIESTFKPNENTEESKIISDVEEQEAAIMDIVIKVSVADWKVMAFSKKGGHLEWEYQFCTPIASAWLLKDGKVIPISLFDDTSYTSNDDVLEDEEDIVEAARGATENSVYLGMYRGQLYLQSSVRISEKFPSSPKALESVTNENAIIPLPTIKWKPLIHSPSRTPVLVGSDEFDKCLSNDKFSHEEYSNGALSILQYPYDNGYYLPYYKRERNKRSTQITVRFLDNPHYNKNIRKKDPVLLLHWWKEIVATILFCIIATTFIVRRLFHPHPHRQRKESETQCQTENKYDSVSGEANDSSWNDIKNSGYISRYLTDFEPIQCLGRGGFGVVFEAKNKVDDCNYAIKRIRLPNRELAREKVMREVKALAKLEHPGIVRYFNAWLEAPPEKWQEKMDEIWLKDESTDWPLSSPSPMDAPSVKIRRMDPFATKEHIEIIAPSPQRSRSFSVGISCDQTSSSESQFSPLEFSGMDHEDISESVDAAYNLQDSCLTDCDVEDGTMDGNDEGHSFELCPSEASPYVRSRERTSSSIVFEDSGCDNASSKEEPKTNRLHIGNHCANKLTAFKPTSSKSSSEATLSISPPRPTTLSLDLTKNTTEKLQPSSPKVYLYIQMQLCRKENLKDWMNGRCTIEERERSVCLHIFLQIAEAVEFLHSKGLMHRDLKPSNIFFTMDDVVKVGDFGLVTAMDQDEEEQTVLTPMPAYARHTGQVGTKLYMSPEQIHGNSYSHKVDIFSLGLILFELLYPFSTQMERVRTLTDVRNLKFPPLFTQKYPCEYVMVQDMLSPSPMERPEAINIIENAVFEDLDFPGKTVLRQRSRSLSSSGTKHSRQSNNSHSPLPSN
# KLK5 inh = kallikrein 5 (human) inhibition. Q9Y337. recombinant hK5, fluorogenic AMC substrate cleavage. inhibition, % at 5 µM. hit rate 0.59% among 210,000;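 active = inhibition of 40% or more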;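 note: 0% = enzyme controls without compound and 100% = no-enzyme blanks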
# Rad51 HR inh = blocks human Rad51 in homologous recombination; Q06609; hRad51 DNA strand exchange, fluorescence dequenching; inhibition, % at 10 µM; hit rate 0.085% among 200,000;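 active = inhibition above 40% at the single screening dose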;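 note: 0% = DMSO control wells and 100% = blanks with heterologous ssDNA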
#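 material = hRad51 filaments on single-stranded DNA | timing = filaments 15 min 37 °C, then compound 30 min | signal = FRET fluorescence dequenching, excitation 485 nm, emission 520 nm | benchmarks = control wells and blank wells on each plate | evaluation = percent inhibition relative to plate controls and blanks | compound = 10 µM final, single point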
# m-calpain inh = blocks pig calpain II enzyme activity; AID 1236; purified calpain II, fluorogenic peptide substrate, 30 min; inhibition, % at 16 µM; hit rate 0.37% among 220,000;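 active = inhibition above about 50%, limit read from the data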
# Furin inh = blocks human furin protease activity; P09958; hit rate 0.061% among 220,000; purified furin, fluorogenic substrate cleavage; AID 463115; inhibition, % at 30 µM; in the data active = inhibition above about 25%; note: inactives centre near -15
# Cl transport mod = modulates chloride dependent transport by human KCC2; Q9H2X9; KCC2 cells, thallium flux FluoZin-2 fluorescence; B-score of Tl+ flux slope (higher = more flux/activation; lower = inhibition) at 10 µM; hit rate 2.2% among 190,000;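 active = thallium flux slope and its plate-corrected score both differing from the plate sample mean at a set confidence after two filtering rounds, in either direction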;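 note: slope of fluorescence scaled to starting intensity during 10 to 20 s after thallium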
# FXIa inh = blocks human coagulation factor XIa protease activity; P03951; purified FXIa, Boc-Glu-Ala-Arg-AMC fluorogenic substrate; hit rate 0.14% among 220,000; inhibition, % at 5 µM;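 active = inhibition of at least 40%; inactive = inhibition below 40%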;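 note: fluorescence of freed AMC excited at 355 nm; 0% = enzyme without compound and 100% = no enzyme blank; many of its hits are not listed in these tables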
# FXIIa inh 1536 = blocks human coagulation factor XIIa protease activity. P00748. purified FXIIa, Boc-QGR-AMC fluorogenic substrate, 2 h. inhibition, % at 5 µM. hit rate 0.3% among 220,000; in the data active = inhibition above about 40%;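 note: 0% = enzyme with no compound and 100% = blank without enzyme; many of its hits are not listed in these tables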
# Thrombin inh = thrombin (human) inhibition; P00734; alpha-thrombin, Boc-VPR-AMC fluorogenic substrate cleavage; inhibition, % at 5 µM; hit rate 0.26% among 220,000; AID 1046;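 active = inhibition at or above 40%; inactive = inhibition below 40%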;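 note: 0% = enzyme with no compound and 100% = wells without enzyme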
#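 Material: human alpha-thrombin enzyme / Medium: pH 7.5 Tris (50 mM) with NaCl 150 mM, Tween 20 0.05% / Compound: single-point dosing at 5 µM, 0.2% DMSO / Incubation: enzyme reaction carried out at room temperature / Detection: AMC fluorescence, 355/460 nm / Read-out basis: percent inhibition scaled between no-compound controls and no-enzyme blanks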
# * hit, by the source's call; . = not tested or not shown; [ ] = another dose, or the depositor's remark. Some of the compounds tested; rates above refer to the full screens.
SMILES,PERK inhibitor,KLK5 inh,Rad51 HR inh,m-calpain inh,Furin inh,Cl transport mod,FXIa inh,FXIIa inh 1536,Thrombin inh
COc1ccccc1CCNS(=O)(=O)c1ccc(C(=O)O)n1C,-0.6,-7,-5,-14,-22,0.0079,-1,5,-9
CCOC(=O)N/N=C\c1cccc(OC)c1,1.2,0,-3,-14,-31,1.2,-5,7,-12
CC(Sc1ccc2c(c1)OCCO2)C(=O)Nc1ncc(Cl)cc1Cl (centres undefined),0.4,-3,1,12,-10[20 µM],0.33,4,15,-1
COc1cc(C(=O)OCC(=O)NC(=O)c2cccn2C)ccc1OC(F)F,0.4,18,-8,-30,-22,-0.86,-5,3,-7
COc1ccc(NC(=O)NC2CCN(C(C)C)CC2)c(OC)c1,0.6,-1,-5,-5,-5[20 µM],.,-5,0,-9
O=C(Nc1ccccc1)c1cc(N2CCOCC2)nc2ccccc12,-0.9,-9,-2,-348,-15,1.6,-9,0,-6
CCOC(=O)C1=C(O)C(Nc2nccs2)(C(F)(F)F)N=C1C (centres undefined),-0.4,-10,.,-4,-30,0.099,-2,10,-6
CCN(CC)CCCN(Cc1cc2cc3c(cc2[nH]c1=O)OCO3)C(=S)NCc1ccco1,0.7,-5,-7,-174,-27,0.47,-4,5,-11
CCc1ncc(C(O)c2cccc(OC)c2OC)n1C (centres undefined),1.1,-11,-4,-1,-6[20 µM],.,3,11,3
COc1cc(-c2nnc(NC(=O)c3ccc(S(=O)(=O)N4CCOCC4)cc3)o2)cc(OC)c1OC,0.4,-11,25,-91,0,-1.7,-1,10,4
CC(C)NC(=O)c1ccccc1NC(=O)C(C)Oc1ccccc1 (centres undefined),-0.5,3,-2,18,-15,0.43,-1,3,-8
Nc1nc(SCc2ccc(Cl)cc2)ns1,1.1,-27,-6,9,-22,.,0,4,-8

# The list goes on, overlapping the part above by 2 compounds.
SMILES,PERK inhibitor,KLK5 inh,Rad51 HR inh,m-calpain inh,Furin inh,Cl transport mod,FXIa inh,FXIIa inh 1536,Thrombin inh
CC(C)NC(=O)c1ccccc1NC(=O)C(C)Oc1ccccc1 (centres undefined),-0.5,3,-2,18,-15,0.43,-1,3,-8
Nc1nc(SCc2ccc(Cl)cc2)ns1,1.1,-27,-6,9,-22,.,0,4,-8
c1ccc(Nc2scc(-c3ccccc3)[n+]2Cc2ccco2)cc1,0.2,5,-16,8,-28,-0.68,1,13,4
O=C(Nc1ccc(-c2cnco2)cc1)c1ccccc1,-0.2,-8,17,-12,-13,-0.52,0,6,-1
O=C(Nc1ccc2c(c1)nc1n2CCOC1)C1CCCCC1,0.4,3,5,17,-19,.,-1,4,4
Cc1ccc(NC(=S)N2CCN(c3ncccn3)CC2)cc1C,1.1,-5,-10,-10,-7,1.1,5,14,-5
CCOc1ccc(NC(=O)COC(=O)CCS(=O)(=O)c2ccc(C)cc2)cc1,1.2,4,-19,-6,-20,-0.43,-1,9,1
COCCn1c(SCC(=O)NCCc2ccccc2)nnc1-c1ccco1,-0.4,-17,2,-29,-20,0.083,0,15,-10
Cc1ccc(NC(=O)Cn2cnc3ccccc32)cc1C,-0.1,6,0,0,-23,0.77,5,14,3
CCOC(=O)N/N=C/c1ccc(OCCSc2ccc(Cl)cc2)c(OCC)c1,0.1,-11,-1,1,-13,-4,8,17,-7
O=C(CN1CCN(Cc2cccc(Cl)c2)C1=O)NCc1ccccn1,0.0,1,-8,13,-34,-0.49,3,4,0
COc1cc(N)c(Br)cc1C(=O)O,0.2,-3,-6,-1,-4,0.48,-3,4,-6
O=C1C2C(C(=O)N1/N=C/c1cc(Br)cc([N+](=O)[O-])c1O)C1C=CC2C12CC2 (centres undefined),0.0,-16,-4,-32,-1[20 µM],.,6,4,-3
CCOc1ccc(C(C)NC(=S)NCc2ccc(Cl)cc2)cc1 (centres undefined),0.8,-5,13,-1,-22,0.72,-3,9,4
Cc1cc(C)n(-c2nnc(C)n2/N=C/c2ccccc2F)n1,-0.6,-17,2,-38,-9[20 µM],-0.31,-2,21,-11
CC1CC(C)CN(C(=O)/C(=C\c2ccccc2)c2ccccc2)C1 (centres undefined),0.0,-33,-5,8,-2,-1.2,4,16,-1
COc1ccc(S(=O)(=O)NCCC(C)C)cc1C,0.3,-25,0,-9,-7[20 µM],1.5,7,9,1
C=CCn1c(N)c(C(=O)NCc2ccco2)sc1=S,0.1,9,2,-12,3[20 µM],1.6,-2,-4,-4
CCOC(=O)C1=C(C)NC(C)=C(C(=O)OCC)C1/C=C/c1ccccc1,-1.0,7,-3,-29,-22[20 µM],.,3,0,11
COc1cccc(CN(Cc2ccco2)S(=O)(=O)c2ccc(S(=O)(=O)NCc3ccccc3)cc2)c1OC,-0.9,-6,-5,32,-3[20 µM],-2.3,7,12,1
CC(C)NC(=O)COC(=O)c1ccc(Cl)c(S(=O)(=O)N2CCCC2)c1,0.8,-44,-7,-19,-13[20 µM],0.53,4,-3,-5
O=C(O)C1=C[C@@H](C2CC2)C[C@@H](OCc2ccc(CO)cc2)O1,1.4,0,-7,-14,-25,0.7,0,7,-3
COc1ccc(C(=O)N=c2c(C#N)cc3c(=O)n4cccc(C)c4nc3n2Cc2ccco2)cc1,-0.1,-7,.,-312,-19[20 µM],0.97,4,7,-1
O=C(O)c1cccnc1C(=O)N1CCc2c([nH]c3ccccc23)C1C(F)(F)F (centres undefined),0.3,2,-12,27,-5,0.56,-3,3,-9
O=C(NNC(=O)c1ccc[nH]1)Nc1cccc(C(F)(F)F)c1,1.2,5,.,5,-13,1.1,7,7,-3
C/C(=N/NC(=O)c1ccc(C)s1)c1cccc(NC(=O)COc2ccc(Cl)cc2C)c1,1.1,-7,5,-39,-24[20 µM],-0.031,8,12,0

# Full records from above:
# `CC(C)NC(=O)c1ccccc1NC(=O)C(C)Oc1ccccc1` (centres undefined) as listed: PERK inhibitor: -0.5; KLK5 inh: 3; Rad51 HR inh: -2; m-calpain inh: 18; Furin inh: -15; Cl transport mod: 0.43; FXIa inh: -1; FXIIa inh 1536: 3; Thrombin inh: -8
# `CC(Sc1ccc2c(c1)OCCO2)C(=O)Nc1ncc(Cl)cc1Cl` (centres undefined) as listed: PERK inhibitor: 0.4; KLK5 inh: -3; Rad51 HR inh: 1; m-calpain inh: 12; Furin inh: -10[20 µM]; Cl transport mod: 0.33; FXIa inh: 4; FXIIa inh 1536: 15; Thrombin inh: -1

# More entries follow:
SMILES,PERK inhibitor,KLK5 inh,Rad51 HR inh,m-calpain inh,Furin inh,Cl transport mod,FXIa inh,FXIIa inh 1536,Thrombin inh
CCCSc1sc(C(=O)OC)c(-c2cccs2)c1C#N,0.2,15,1,-1,-21,0.54,-8,-1,-5
Cc1cccc(-c2nc(CN3CCCC(C(=O)NC4CCCCC4)C3)c(C)o2)c1 (centres undefined),-1.1,-30,-5,-6,-10,.,2,17,0
COc1cccc(-c2nc(CS(=O)(=O)CC(=O)Nc3c(C)cccc3C)c(C)o2)c1,0.9,-10,6,-23,-27,-0.15,-4,7,-6
CC(C)N1C(=S)SC2CS(=O)(=O)C=C21 (centres undefined),0.3,-17,-1,15,-14,.,-8,3,-2
O=C(N/N=C/c1ccncc1)c1ccccc1OCc1ccc(Br)cc1,0.3,-11,-9,6,-9,-2.8,24,28,-4
O=[N+]([O-])c1ccc(S(=O)(=O)Nc2ccc(-c3csc(-c4ccccc4)n3)cc2)cc1,-0.1,3,-2,-129,-5,.,5,10,6
O=C(COc1ccc(F)cc1)c1c(O)cc(O)cc1O,1.3,-1,2,-20,-17,-0.12,-2,4,-5
Cc1cccc(NC(=O)c2c(-c3ccccc3)noc2C)n1,0.2,-5,0,-11,-25,0.29,-2,-3,-11
O=C(CSc1nc(-c2ccco2)cc(C(F)(F)F)n1)NCCCN1CCOCC1,-0.2,8,-3,12,-3,1.3,-6,4,-3
Nc1ncnc(N2CCOCC2)c1N,0.7,-15,11,16,-14,0.17,4,1,-5
O=C(CSc1nnc(-c2ccccc2)n1Cc1ccco1)Nc1ccc2c(c1)OCCO2,0.6,4,4,21,-10,.,5,0,2
CC1=C(C(=O)OCc2ccccc2)C(c2ccsc2)NC(=O)N1C (centres undefined),0.1,-10,-23,5,-7,0.57,-7,-5,-2
CCOc1ccccc1NC(=O)NC(=O)N(C)S(C)(=O)=O,1.5,.,.,22,-12,-0.18,8,19,1
COc1ccc2c(c1)CCc1cn3nc(C)cc3nc1-2,0.3,.,10,-187,-23,-1.4,3,10,1
C=CCn1c(SC2CCOC2=O)nc2sc(C)c(C)c2c1=O (centres undefined),-0.4,-3,6,15,-13[20 µM],0.91,6,10,2
CCC(=O)NC(Nc1ncc(C)s1)(C(=O)OC)C(F)(F)F (centres undefined),0.2,-5,-11,-15,-21[20 µM],-0.017,8,18,3
Cc1ccc2[nH]c(=O)c(C(c3nnnn3CC3CCCO3)N3CCOCC3)cc2c1 (centres undefined),1.0,-11,2,-35,-6,-0.025,-15,-9,0
COc1ccccc1OCCC(=O)OCC(=O)NC(C)c1ccccc1 (centres undefined),1.6,-7,-16,1,-25,0.013,8,14,-4
CCOC(=O)N1CCN(C(=O)c2ccc(S(=O)(=O)c3ccc(C)cc3)c(NC(C)=O)c2)CC1,0.2,7,7,-12,-14,.,-17,13,1
CCC(=O)NCCNc1ccc([N+](=O)[O-])cn1,0.4,-4,-2,-6,-7,1.4,1,14,-1
O=C(CSc1ccc2nnc(-c3cccnc3)n2n1)NCC1CCCO1 (centres undefined),1.5,-4,-6,-47,-24,0.77,1,10,2
C#CCCCCCCCCC(=O)NCCCC,-0.3,4,-7,29,-20,-1.9,1,13,-1
O=C(OCC#CCSc1nnc(-c2ccc(Br)cc2)o1)c1cccs1,-0.7,-6,.,3,-15,0.46,-1,5,-3
Cc1nc(NCCc2ccc(S(N)(=O)=O)cc2)c2c(C)c(C)sc2n1,-2.2,0,0,15,-13[20 µM],21*,-9,1,-6

# Just Rad51 HR inh and Cl transport mod, for 6 of the compounds above:
SMILES | Rad51 HR inh | Cl transport mod
CCOC(=O)N1CCN(C(=O)c2ccc(S(=O)(=O)c3ccc(C)cc3)c(NC(C)=O)c2)CC1 | 7 | .
CCC(=O)NCCNc1ccc([N+](=O)[O-])cn1 | -2 | 1.4
O=C(CSc1ccc2nnc(-c3cccnc3)n2n1)NCC1CCCO1 (centres undefined) | -6 | 0.77
C#CCCCCCCCCC(=O)NCCCC | -7 | -1.9
O=C(OCC#CCSc1nnc(-c2ccc(Br)cc2)o1)c1cccs1 | . | 0.46
Cc1nc(NCCc2ccc(S(N)(=O)=O)cc2)c2c(C)c(C)sc2n1 | 0 | 21*

# Three entries from above, ordered by their value in m-calpain inh, rising:
compound	m-calpain inh
O=C(CSc1ccc2nnc(-c3cccnc3)n2n1)NCC1CCCO1 (centres undefined)	-47
CCC(=O)NC(Nc1ncc(C)s1)(C(=O)OC)C(F)(F)F (centres undefined)	-15
C=CCn1c(SC2CCOC2=O)nc2sc(C)c(C)c2c1=O (centres undefined)	15
